# Bioassay records (PubChem)
# PI4K2A block = qHTS for small molecular inhibitors of PI4K2A. Phosphatidylinositol 4-kinase type 2-alpha (Homo sapiens), Q9BTU6. purified PI4K2A, ADP-Glo luminescence, 1 h; hits give low values. activity change, negative = inhibition, % at 76.9 µM. 420,000 compounds, 0.13% hits. AID 1346378, 2018; in the data active = activity change below about -50%; inconclusive = mostly about -30% to -49%;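 note: -100% = wells without enzyme as full effect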
# Target sequence (Q9BTU6 whole entry, looked up): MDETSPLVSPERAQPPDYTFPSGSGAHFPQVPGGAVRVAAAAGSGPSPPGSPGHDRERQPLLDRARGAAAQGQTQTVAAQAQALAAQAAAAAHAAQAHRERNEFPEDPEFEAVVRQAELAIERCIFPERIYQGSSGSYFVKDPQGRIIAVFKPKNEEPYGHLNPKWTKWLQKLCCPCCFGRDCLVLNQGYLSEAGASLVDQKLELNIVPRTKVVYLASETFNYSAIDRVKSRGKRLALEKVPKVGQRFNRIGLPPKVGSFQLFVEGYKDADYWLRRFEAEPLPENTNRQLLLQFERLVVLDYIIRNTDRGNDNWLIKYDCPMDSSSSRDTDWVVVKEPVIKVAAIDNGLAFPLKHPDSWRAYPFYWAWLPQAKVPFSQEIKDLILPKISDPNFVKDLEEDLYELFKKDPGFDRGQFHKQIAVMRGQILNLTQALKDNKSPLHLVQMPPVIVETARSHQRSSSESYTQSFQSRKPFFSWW
#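 In this quantitative HTS, ADP production by PI4K2A was quantified luminescently after 1 h at ambient temperature; 100 microM adenosine served as plate-quality control.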
# rTrxR1 inhibitor = qHTS Assay for Inhibitors of Mammalian Selenoprotein Thioredoxin Reductase 1 (TrxR1): qHTS; Thioredoxin reductase 1, cytoplasmic (Rattus norvegicus), O89049; recombinant rTrxR1, NADPH fluorescence consumption, selenite substrate; Potency, µM (top dose mostly 114 µM), for the others: top-dose activity change, negative = inhibition, hits mostly inhibitors; 390,000 compounds, 1% hits; note: potency is the fitted concentration of half-maximal effect; % is set by controls: 0 for no effect and ±100 for the full control effect; nearly all actives have a fitted effect of over 65% in size
#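 Rat TrxR1 (90 nM in the dispensed reagent) was pre-reduced with 400 uM NADPH for 5 min at room temperature, then incubated with compound for 15 min. After 400 uM selenite was added, NADPH fluorescence (Ex 340/Em 450 nm) was followed for 8 min.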
# TRHR enhancer = qHTS for Small Molecule Agonists and Allosteric Enhancers of Human TRH Receptor: Primary Screen for Enhancers; Thyrotropin-releasing hormone receptor (Homo sapiens), P34981; TRHR cells, fluo-8 calcium fluorescence, EC20 TRH enhancement; enhancement, % at 2 µM; 360,000 compounds, 0.66% hits; AID 493056, 2011; in the data active = enhancement above about 30%; note: 0% is about no effect
#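 Enhancer read-out: after compound pinning and an initial kinetic agonist-mode read, an EC20 of TRH (10 nM final) was injected and fluo-8 calcium signal (Ex 480/Em 530) followed at 1 s/cycle for 100 cycles in TRHR-expressing cells.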
# IDH1 R132H inh = qHTS for Inhibitors of mutant isocitrate dehydrogenase 1 (IDH1): qHTS | IDH1-R132H enzyme, NADPH consumption, diaphorase/resazurin fluorescence | Potency, µM (top dose mostly 76.6 µM), without a hit: at the highest dose activity change, negative = inhibition, hits mostly inhibitors | 390,000 compounds, 0.093% hits | AID 602179, 2012 | Isocitrate dehydrogenase [NADP] cytoplasmic (Homo sapiens), O75874; note: potency is the fitted concentration of half-maximal effect; % is set by controls: 0 for no effect and ±100 for the full control effect; nearly all actives have a fitted effect of over 65% in size
#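 IDH1-R132H (0.5 ug/mL dispensed) in pH 7.5 Tris buffer was preincubated 30 min with compound, then given a substrate mix of 0.016 mM NADPH and 2 mM alpha-KG for 80 min at room temperature; remaining NADPH was read by diaphorase/resazurin fluorescence.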
# D2 agonist = HTS Assay for Allosteric Agonists of the Human D2 Dopamine Receptor: Primary Screen for Agonists | HEK293 T-REx D2 cells, calcium flux agonist mode | activation, % at 2 µM | 340,000 compounds, 0.53% hits;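 active = activation over 3 SD above normal in the single-dose calcium agonist read, cut at about 30% in these data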; note: 0% is about no effect
# Target sequence (P14416 whole entry, looked up): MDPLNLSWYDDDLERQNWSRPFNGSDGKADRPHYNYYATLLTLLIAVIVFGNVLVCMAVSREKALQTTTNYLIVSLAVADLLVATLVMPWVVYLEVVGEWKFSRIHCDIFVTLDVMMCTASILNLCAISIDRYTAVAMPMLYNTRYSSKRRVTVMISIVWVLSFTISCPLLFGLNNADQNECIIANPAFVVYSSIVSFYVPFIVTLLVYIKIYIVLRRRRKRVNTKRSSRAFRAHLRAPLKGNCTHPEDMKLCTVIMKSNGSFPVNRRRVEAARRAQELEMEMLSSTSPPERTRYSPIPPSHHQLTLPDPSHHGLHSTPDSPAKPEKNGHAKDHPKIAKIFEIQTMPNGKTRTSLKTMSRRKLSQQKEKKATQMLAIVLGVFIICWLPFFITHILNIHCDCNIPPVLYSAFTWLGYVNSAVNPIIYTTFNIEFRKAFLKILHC
#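 Tetracycline-induced HEK293 T-REx cells with force-coupled D2 receptor, plated overnight at 30 C, loaded with no-wash calcium dye. After a 10 s baseline, compound was pin-added and calcium flux read kinetically for 180 s; calcium rises flagged agonists.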
# D2 antag = HTS Assay for Allosteric Antagonists of the Human D2 Dopamine Receptor: Primary Screen for Antagonists; HEK293 TREx D2 cells, calcium flux, dopamine EC80; inhibition, % at 10 µM; 340,000 compounds, 2% hits; AID 485344, 2010; in the data active = inhibition above about 30%; note: 0% is about no effect
#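 Antagonism is scored as inhibition of an EC80 dopamine-evoked calcium signal in a force-coupled, tetracycline-inducible HEK293 T-REx D2 line, with compound present 180 s before agonist.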
# TrxR1 substrate = qHTS Assay for Substrates of Mammalian Selenoprotein Thioredoxin Reductase 1 (TrxR1): qHTS. Thioredoxin reductase 1, cytoplasmic (Rattus norvegicus), O89049. purified TrxR1 substrate turnover, NADPH consumption readout. Potency, µM (titrated, usually from 114 µM), inactives show top-dose activity change, negative = substrate turnover. 390,000 compounds, 0.01% hits; note: potency is the fitted concentration of half-maximal effect; % is set by controls: 0 for no effect and ±100 for the full control effect; nearly all actives have a fitted effect of over 50% in size
#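 Rat TrxR1, dispensed at 90 nM, was prereduced with 400 uM NADPH (final) for 5 min at ~22 deg C, then incubated with compound 15 min before 400 uM selenite. A first-read NADPH fluorescence drop versus no-compound background flagged substrates.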
# TRHR agonist = qHTS for Small Molecule Agonists and Allosteric Enhancers of Human TRH Receptor: Primary Screen for Agonists. TRHR cells, calcium flux fluo-8, FDSS agonist mode. Thyrotropin-releasing hormone receptor (Homo sapiens), P34981. 360,000 compounds, 0.18% hits. AID 493084, 2011. activation, % at 2 µM; in the data active = activation above about 30%; note: 0% is about no effect
#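 Read-out: compound-evoked intracellular calcium rise in TRHR cells, fluo-8 dye, kinetic FDSS fluorescence at 1 s/cycle following a 10-cycle baseline. Cells cultured overnight before dye loading (30 min–1.5 h, RT).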
# USP1-UAF1 inh = Inhibitors of USP1/UAF1: Primary Screen; recombinant USP1/UAF1, Ub-Rhodamine cleavage fluorescence; Potency, µM (series often up to 57.1 µM), for inactives: at the highest dose activity change, negative = inhibition, hits mostly inhibitors; 390,000 compounds, 0.23% hits; AID 743255, 2014; note: potency is the fitted concentration of half-maximal effect; % is set by controls: 0 for no effect and ±100 for the full control effect; nearly all actives have a fitted effect of over 60% in size; inactives centre near -12
#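 USP1/UAF1 complex (1 nM) preincubated 15 min at room temperature with compound, then Ub-Rho substrate (150 nM final) added. Kinetic fluorescence at 480/540 nm over 6 reads at 60 s intervals; 50 mM HEPES pH 7.8, 0.5 mM EDTA, 0.1 mg/ml BSA, 1 mM TCEP, 0.01% Tween-20.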
# An asterisk follows results filed as active; ? = inconclusive; · = not tested or not shown; & = joins results of further samples; [ ] = remark or other dose. Unless noted, calls come from the whole dose curve; as a rule, active = well fitted inhibition curve with a large enough effect; inconclusive = small, poorly fitted or top-dose-only effect; inactive = no such curve, though single readings can be large or run the other way. A portion of the library; the hit share may differ from the screen's.
Structure	PI4K2A block	rTrxR1 inhibitor	TRHR enhancer	IDH1 R132H inh	D2 agonist	D2 antag	TrxR1 substrate	TRHR agonist	USP1-UAF1 inh
O=C(O)CC1OCC=C2CN3CCC45C6=CC(=O)C(=O)C([N+](=O)[O-])=C6NC4C1C2CC35 (stereo unspecified)	-61*	16µM*	2	17%	-0.1	4	16µM*	-0.1	5µM*
CCCN(CC#CCO)CCC	16	8%[57.1 µM]	-4	3%	0.1	3	9%[57.1 µM]	0.2	-12%
O=C(CN1CCCCC1)c1ccccc1F	4	10%	-5	-1%	·	·	0%	0.5	-3%
Cn1c(O)c(/C=N/N2CCCCC2)c(=O)[nH]c1=O	-7	-8%	-1	0%	1.1	22	-9%	0.2	-3%
CCN(CC)C(=O)c1ccc(NC(=O)Nc2ccccc2F)cc1	?	1%[57.1 µM]	1	17%	-0.3	-23	-5%	-0.8	-20%
COC(=O)C1=C(c2ccc(-c3ccccc3)c(F)c2)C[C@@H]2CC[C@H]1N2C(=O)N1CCC(C)CC1	0	9%[57.1 µM]	-4	2%	0.1	2	6%[57.1 µM]	-0.1	-23%
CN1C[C@@H]2[C@@H]3C(=O)N(Cc4ccccc4)C(=O)[C@@H]3[C@](Cc3ccccc3)(C1=O)N2C(=O)c1ccc(F)cc1	-1	12%[57.1 µM]	·	5%	·	·	9%[57.1 µM]	·	?
O=C(O)[C@H]1NC[C@H]2C[C@H]21	-4	0%[57.1 µM]	25	19%	0.2	17	-1%[57.1 µM]	-0.5	-15%
CC12CCC(=O)C=C1CC(O)C1C2CCC2(C)C1CCC2(C)O (stereo unspecified)	-2	-6%[2.29 µM]	·	-11%	·	·	-8%[2.29 µM]	·	12%
CC(C)CCOC(=O)c1c(N)n(CC2CCCO2)c2nc3ccccc3nc12 (stereo unspecified)	-9	6%	14	4%	0.5	-11	417%[activator]	-0.6	?
Cc1nc2ccccc2c2c1C(=O)N(c1cccc(C(=O)O)c1)C2=O	-1	9%	3	-10%	0.2	8	2%	-0.1	?
CC[C@H]1CC2CN3CCc4c([nH]c5cc(OC)ccc45)[C@](C(=O)OC)(C2)[C@H]13	-2	?	·	-1%	·	·	2%	·	-25%
CC(=NCc1cccnc1)c1c(O)n(-c2ccccc2)c(=O)[nH]c1=O	8	1%	-5	7%	0.6	-1	-6%	0.2	1%
CN1C(=O)C(=Cc2ccccc2OCc2ccc(Cl)cc2)C(=O)N(C)C1=O	-2	-25%[57.1 µM]	19	-4%	-1.0	3	3%[57.1 µM]	0.1	-10%
Cc1oc(-c2cccs2)nc1CSCC(=O)N1CCC2(CC1)OCCO2	-6	28%[57.1 µM]	5	6%	-0.7	-4	46%[activator][57.1 µM]	-0.6	-9%
S=C(Nc1ccc(Br)cc1Cl)N1CCC2(CC1)OCCO2	-2	?	1	8%	1.6	17	-4%[57.1 µM]	0.3	-18%
Nc1cc(N2CCNCC2)c([N+](=O)[O-])cc1Cl	-1	-9%	4	-1%	1.9	-21	-12%	0.5	-16%
Cc1nn(Cc2ccc(Cl)cc2Cl)c(Cl)c1C(=O)Nc1ccc(OC(F)F)cc1	2	9%[57.1 µM]	-1	-1%	0.2	-7	-4%[57.1 µM]	0.8	-14%
Oc1ccccc1-[n+]1c(-c2ccccc2)cc(-c2ccccc2)c(O)c1-c1ccccc1	13	-2%[57.1 µM]	-5	5%	-1.8	-11	12%[57.1 µM]	-0.3	?
COc1cc(C)c(-c2nc(CN3C[C@@H]4C[C@@H](C3)c3cccc(=O)n3C4)c(C)o2)cc1C	7	0%[57.1 µM]	0	3%	1.2	3	7%[57.1 µM]	-0.7	-5%
CCOc1ccc(-c2cc(C)[n+](CCN(CC)CC)c(-c3ccc(OCC)cc3)c2)cc1	-1	-5%	3	0%	0.6	-9	10%	-0.1	-20%
O=c1c2ccccc2nc(/C=C/c2ccccc2F)n1-c1cccc(O)c1	-3	19%	-5	-11%	·	·	42%[activator]	0.4	4%
CC1=C2[C@@H]3OC(=O)[C@H](C)C3CC[C@@]2(C)C=CC1=O (stereo partly specified)	-1	19%	-4	-4%	3.6	-2	2%	-0.5	-14%
CC(C(=O)Nc1ccc(Br)cc1C(=O)c1ccccc1)N1CCCCC1 (stereo unspecified)	0	-8%	5	3%	0.2	5	-6%	-0.3	-15%
O=C(c1ccccc1)c1cn(CC(=O)N2CCOCC2)c2ccccc12	1	13%[11.4 µM]	-1	10%	-0.4	-8	6%[11.4 µM]	0.1	-27%
CCOc1ccc(NC(=O)c2ccc(NC(=O)COC(=O)Cc3ccccc3)cc2)cc1	-5	26%	7	13%	0.4	-6	-21%[57.1 µM]	0.5	-11%
COc1ccc(-c2nn(CCC#N)cc2C(=O)Nc2cccc([N+](=O)[O-])c2)cc1OC	-1	13%	6	1%	-2.8	-19	5%	-0.4	-15%
Cn1c(O)c(C=NC2CC(C)(C)NC(C)(C)C2)c(=O)n(C)c1=O	-1	3%	3	3%	0.0	-14	3%	0.5	-7%
O=C1NC(=O)C(CCc2ccccn2)(Cc2ccc3c(c2)OCO3)C(=O)N1CCc1ccccc1 (stereo unspecified)	2	4%	1	1%	-0.9	-6	0%	-0.8	-19%
CC(C)NS(=O)(=O)c1ccc(OCC(=O)N2CCN(Cc3ccc4c(c3)OCO4)CC2)c(Cl)c1	4	-14%[57.1 µM]	-11	5%	0.3	8	0%[57.1 µM]	0.7	-9%
C/C(CC(c1ccccc1)c1c(O)c2ccccc2oc1=O)=N\NC(N)=S (stereo unspecified)	1	-20%	-3	13%	0.7	15	4%	0.2	-3%
CN(C)CCN(CC1CCCN(Cc2ccccc2F)C1)C(=O)Cc1ccc(F)c(F)c1 (stereo unspecified)	0	22%	3	1%	1.1	4	1%	1.3	-19%
Cc1c(C(=O)c2cccc3ccccc23)c2cccc3c2n1[C@H](CN1CCOCC1)CO3	7&2	?	·	-1%	·	·	1%[57.1 µM]	·	-11%
CC(=O)N1CN(C(C)=O)CN(C(C)=O)C1	0	13%	1	21%	-1.5	-20	-1%	-2.1	-8%
CC(=O)Nc1ccccc1C(=O)OCc1ccccc1F	-5	29%	-2	1%	0.1	0	3%	-0.6	-5%
NC(Cc1cc(O)c(O)cc1O)C(=O)O (stereo unspecified)	-80*	11µM*	5	·	-1.1	-2	9%[57.1 µM]	-0.6	·
O=C(NC1CCCCC1)Oc1cc2oc(=O)sc2cc1Cl	?	?	0	10%	-0.8	1	1%	-0.9	-11%
NCC(CC(=O)O)c1ccc(Cl)cc1 (stereo unspecified)	0	0%[57.1 µM]	-6	0%	1.2	16	0%&14%[57.1 µM]	0.6	6%
Cn1c(O)c(C(=Nc2ccccc2)SCc2ccccc2Cl)c(=O)n(C)c1=O	-3	0%[57.1 µM]	2	3%	0.4	11	11%[57.1 µM]	2.3	-8%
CC(=O)Nc1ccc(S(=O)(=O)N2Cc3cnnn3-c3ccccc3C2C#N)cc1 (stereo unspecified)	-4	0%	·	-2%[38.3 µM]	·	·	2%	·	-13%
CCS(=O)(=O)N1CCCC(C(=O)N2CCC3(CC2)OCCO3)C1 (stereo unspecified)	8	17%[57.1 µM]	9	8%	·	·	19%[57.1 µM]	-0.5	-20%
N#Cc1ccc(NC(=O)CN2C(=O)NC3(CCCCCCC3)C2=O)cc1Cl	0	14%	0	-6%	-0.1	-5	-9%	0.3	-18%
CCN1CCN(c2ccc([N+](=O)[O-])cc2C(=O)OC)CC1	-5	17%[57.1 µM]	5	7%	0.1	-7	5%[57.1 µM]	2.1	-25%
COc1ccccc1N1C(=O)NC(=O)/C(=C/c2ccc([N+](=O)[O-])s2)C1=O	-11	?	1	6%	1.2	-1	-9%	1.8	32µM*
CN1CC(C(=O)c2ccc(F)cc2)C(c2c(F)cccc2Cl)C1 (stereo unspecified)	1	25%	-16	-2%	0.4	5	4%	1.3	-21%
Cc1ccc(C(=O)COC(=O)Cc2ccccc2)cc1	1	-2%	0	-1%	-0.5	2	-3%	-0.2	-3%
Nc1nc(N)c2cnnn2n1	-2	-3%[2.29 µM]	·	-9%	·	·	0%[2.29 µM]	·	-15%

# In a second layout: results already given
# The line under a structure holds: PI4K2A block | rTrxR1 inhibitor | TRHR enhancer | IDH1 R132H inh | D2 agonist | D2 antag | TrxR1 substrate | TRHR agonist | USP1-UAF1 inh
- CCS(=O)(=O)N1CCCC(C(=O)N2CCC3(CC2)OCCO3)C1 (stereo unspecified)
→ 8 | 17%[57.1 µM] | 9 | 8% | · | · | 19%[57.1 µM] | -0.5 | -20%
- N#Cc1ccc(NC(=O)CN2C(=O)NC3(CCCCCCC3)C2=O)cc1Cl
→ 0 | 14% | 0 | -6% | -0.1 | -5 | -9% | 0.3 | -18%
- CCN1CCN(c2ccc([N+](=O)[O-])cc2C(=O)OC)CC1
→ -5 | 17%[57.1 µM] | 5 | 7% | 0.1 | -7 | 5%[57.1 µM] | 2.1 | -25%
